Compound activity: PubChem, National Center for Advancing Translational Sciences (NCATS)
BAZ2B block – qHTS Assay for Inhibitors of BAZ2B | 4.4% of 360,000 active | Bromodomain adjacent to zinc finger domain protein 2B (Homo sapiens), Q9UIF8 | AlphaScreen BAZ2B-H3K14Ac peptide displacement | Potency, µM (series often up to 114 µM), for the others: at the highest dose activity change, negative = inhibition, actives largely listed as inhibitors; further: potency means the concentration at half of the fitted maximal effect; on the % scale 0 is the no-effect control and ±100 the full control effect; nearly all actives have a fitted effect of over 60% in size
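Multi-concentration screen (max 110 uM) measuring displacement of acetylated histone H3 peptide from BAZ2B by AlphaScreen, using 50 nM protein, 50 nM peptide and 10 ug/mL streptavidin donor plus Ni-chelate acceptor beads.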
ALOX12 inh – Primary qHTS assay for inhibitors of human arachidonate 12S-lipoxygenase (ALOX12): Round 2. 1.1% of 580,000 active. purified 12hLO, xylenol orange hydroperoxide absorbance. Potency, µM (top dose mostly 108 µM), for inactives: at the top dose activity change, negative = inhibition, usual class: inhibitors. Polyunsaturated fatty acid lipoxygenase ALOX12 (Homo sapiens), P18054; further: potency means the concentration at half of the fitted maximal effect; on the % scale 0 is the no-effect control and ±100 the full control effect
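Hydroperoxide product was detected by ferrous iron/xylenol orange as the 573 to 405 nm absorbance ratio. Arachidonic acid at 40 uM (final) was turned over for 30 min at room temperature by 150 nM human 12hLO, pH 7.0 Hepes buffer, after 15 min compound preincubation.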
HP1b binding inh – HTS for Inhibitors of HP1-beta Chromodomain Interactions with Methylated Histone Tails; AlphaScreen HP1-beta / biotin-H3K9me3 peptide binding; 0.56% of 390,000 active; Potency, µM (top dose mostly 114 µM), without a hit: top-dose activity change, negative = inhibition, actives largely listed as inhibitors; Chromobox protein homolog 1 (Homo sapiens), P83916; further: potency means the concentration at half of the fitted maximal effect; nearly all actives have a fitted effect of over 70% in size; inactives centre near 23
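HP1-beta protein (50 nM final) preincubated 30 min at room temperature with biotinylated H3(1-18)K9me3 peptide (50 nM) in PBS pH 7.4, 0.01% Tween-20, then compound added for 30 min. AlphaScreen streptavidin donor/nickel chelate acceptor beads (10 ug/mL final), 30 min dark, luminescence read.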
GLS inh – qHTS for Inhibitors of Glutaminase (GLS) | 0.21% of 410,000 active | GLS enzymatic activity, qHTS titration | Potency, µM (series often up to 45.5 µM), for the others: at the highest dose activity change, negative = inhibition, usual class: inhibitors; further: potency means the concentration at half of the fitted maximal effect; on the % scale 0 is the no-effect control and ±100 the full control effect
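Glutamate formation by hKGA was monitored fluorometrically using coupled glutamate oxidase, HRP and Amplex Red. Substrate was added as 1 mM L-glutamine solution; incubation was 30 min at RT after an initial read.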
JMJD2A Tudor inh – qHTS Assay for Inhibitors of JMJD2A-Tudor Domain. Lysine-specific demethylase 4A (Homo sapiens), O75164. AlphaScreen JMJD2A-Tudor / H3K4me3 peptide binding. Potency, µM (top dose mostly 114 µM), for inactives: at the highest dose activity change, negative = inhibition, actives largely listed as inhibitors. 4.4% of 390,000 active; further: potency means the concentration at half of the fitted maximal effect; on the % scale 0 is the no-effect control and ±100 the full control effect; nearly all actives have a fitted effect of over 50% in size
PI4K2A inh – qHTS for small molecular inhibitors of PI4K2A; Phosphatidylinositol 4-kinase type 2-alpha (Homo sapiens), Q9BTU6; purified PI4K2A, ADP-Glo luminescence, 1 h; hits give low values; 0.13% of 420,000 active; activity change, negative = inhibition, % at 76.9 µM; in the data active means activity change below about -50%; inconclusive means mostly about -30% to -49%;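 further: -100% = wells without enzyme as full effect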
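In this quantitative HTS, ADP production by PI4K2A was quantified luminescently after 1 h at ambient temperature; 100 microM adenosine served as plate-quality control.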
G9a block – qHTS Assay for Inhibitors of Histone Lysine Methyltransferase G9a | Histone-lysine N-methyltransferase EHMT2 (Homo sapiens), Q96KQ7 | G9a H3K9 monomethylation, AlphaScreen, 2 h | 8.8% of 350,000 active | Potency, µM (highest dose often 102 µM), for the others: top-dose activity, negative = inhibition, most hits filed as inhibitors; further: potency means the concentration at half of the fitted maximal effect; on the % scale 0 is the no-effect control and ±100 the full control effect; nearly all actives have a fitted effect of over 75% in size
Target sequence (Q96KQ7 913-1193 limits assumed): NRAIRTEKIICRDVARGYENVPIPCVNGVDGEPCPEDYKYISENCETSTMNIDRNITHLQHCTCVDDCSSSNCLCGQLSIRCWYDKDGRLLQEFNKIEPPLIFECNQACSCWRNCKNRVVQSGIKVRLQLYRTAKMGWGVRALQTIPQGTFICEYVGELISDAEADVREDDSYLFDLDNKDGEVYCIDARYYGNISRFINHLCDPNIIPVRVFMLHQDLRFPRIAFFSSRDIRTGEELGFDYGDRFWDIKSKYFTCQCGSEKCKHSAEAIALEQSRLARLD
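G9a (20 nM) preincubated 15 min RT with compounds, then 500 nM biotinylated H3K9 peptide and 20 uM SAM added; 2 h RT reaction. Monomethyl-H3K9 product detected by AlphaScreen with anti-H3K9me1 antibody, streptavidin donor and anti-rabbit IgG acceptor beads.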
ERG Ets-DNA blk – qHTS for Small Molecule Inhibitors of the ERG Ets/DNA interaction; fluorescence polarization, His-ERG Ets domain / labelled DNA; Potency, µM (series often up to 76.9 µM), without a hit: at the highest dose FP activity, negative = inhibition, actives largely listed as inhibitors; 0.028% of 370,000 active; active means well fitted inhibition curve with a large enough effect in the polarisation, with a control signal flat; inconclusive means small, poorly fitted or top-dose-only effect, or effect the other way, or a change in a side signal; inactive means no such curve, though single readings can be large or run the other way; the % refers to the polarisation;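 further: polarization taken with two DNA probes labelled with fluorescein and Texas red; potency means the concentration at half of the fitted maximal effect; % of control where 0% means no effect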
Target sequence (P11308 whole entry, looked up, the tested form may be a part): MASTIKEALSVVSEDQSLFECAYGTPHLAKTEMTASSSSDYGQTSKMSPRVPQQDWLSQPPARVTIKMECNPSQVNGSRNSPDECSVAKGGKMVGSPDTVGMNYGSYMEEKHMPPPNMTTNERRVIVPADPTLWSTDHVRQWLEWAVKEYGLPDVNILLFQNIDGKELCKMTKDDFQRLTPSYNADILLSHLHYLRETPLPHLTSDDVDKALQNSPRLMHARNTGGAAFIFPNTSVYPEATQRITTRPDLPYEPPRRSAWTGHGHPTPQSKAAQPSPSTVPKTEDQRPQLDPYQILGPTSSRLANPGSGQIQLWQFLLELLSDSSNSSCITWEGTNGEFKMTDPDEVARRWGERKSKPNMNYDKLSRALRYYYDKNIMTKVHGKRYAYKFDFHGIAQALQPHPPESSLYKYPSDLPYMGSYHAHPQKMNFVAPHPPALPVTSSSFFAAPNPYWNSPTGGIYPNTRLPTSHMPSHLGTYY
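His-tagged ERG Ets domain (1 uM in the protein solution; 300mM KCl, 50mM Tris-HCl, 1mM EDTA, 1mM DTT, pH 7.5) received compound, then a probe mix of 5 nM fluorescein-DNA and 100nM Texas-615-DNA. Fluorescence polarization was read for both dyes.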
RGS4 inh – Inhibitors of Regulator of G Protein Signaling (RGS) 4: qHTS; Transcreener GDP fluorescence polarization, RGS4-accelerated GTP hydrolysis; Potency, µM (titrated, usually from 114 µM), for the others: at the top dose activity change, negative = inhibition, usual class: inhibitors; 0.039% of 390,000 active; further: potency means the concentration at half of the fitted maximal effect; on the % scale 0 is the no-effect control and ±100 the full control effect; nearly all actives have a fitted effect of over 75% in size; some results filed as inactive show a strong effect at the top dose
Target sequence (P49798 whole entry, looked up): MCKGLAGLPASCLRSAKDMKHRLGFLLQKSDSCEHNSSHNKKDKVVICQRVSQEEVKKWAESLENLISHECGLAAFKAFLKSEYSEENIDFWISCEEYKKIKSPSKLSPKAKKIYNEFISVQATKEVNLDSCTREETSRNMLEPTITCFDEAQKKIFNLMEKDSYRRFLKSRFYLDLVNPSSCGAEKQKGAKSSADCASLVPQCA
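MLSMR compounds (23 nl, pin-transferred) preincubated 10 min at room temperature with a 500nM (2x) first reagent, then RGS4 at 900nM (2x) plus Transcreener GDP mix added; fluorescence polarization (620/688 nm) read before and after 90 min at 30 °C.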
* = called active by the depositor; i = inactive; ? = inconclusive; . = not tested or not shown; & = joins results of further samples; [ ] = another dose, or the depositor's remark. Unless noted, the call rests on the fitted dose curve; in most records, active means well fitted curve in the direction sought with a large enough effect; inconclusive means small, poorly fitted or top-dose-only effect, or another doubt; inactive means no such curve, though single readings can be large; an effect the other way counts as inactive or inconclusive. An excerpt. The share of hits here may be higher or lower than overall.

SMILES | BAZ2B block | ALOX12 inh | HP1b binding inh | GLS inh | JMJD2A Tudor inh | PI4K2A inh | G9a block | ERG Ets-DNA blk | RGS4 inh
Cc1cc(C)cc(N2CCn3c2nc2c3c(=O)n(CCc3ccccc3)c(=O)n2C)c1 | -15% | -6% | 22% | -6% | -26% | 2 | -20%[59 µM] | 2% | 8%
COc1ccc(C(=O)NC(=S)Nc2cccc3ncccc23)cc1[N+](=O)[O-] | -21% | 0% | 12% | 2% | -14% | 1 | -23% | 5% | ?
CC(C)c1cc(C(=O)Nc2cccnc2)no1 | -25% | -3% | 24% | 2% | 5% | -3 | -31%[59 µM] | -5% | -14%
COc1cc(/C=C/C(=O)Nc2ccc(C(C)=O)cc2)cc(OC)c1OC | -27% | -5% | 9% | 6% | -9%[57.1 µM] | 1 | 0%[59 µM] | -5% | -38%
Cn1c(=O)n(Cc2ccccc2)c2ccccc21 | -4% | -29% | 22% | 0% | -8% | -2 | 22%[12.7 µM] | . | -6%
FC(F)(F)c1ccccc1-c1nc(-c2ccncc2)no1 | 0% | 20% | 39%[activator] | -4% | 12% | 2 | 17% | -4% | 8%
CCOc1ccc(/C=N/NC(=O)C(=O)N2CCCCCC2)c2ccccc12 | 71µM* | 4% | 8% | -1% | -23% | -2 | 22% | -8% | 15%
COc1ccc(NC(=O)CSc2n[nH]c(=O)n2Cc2ccccc2)cc1Cl | 0% | -27% | 12% | 6% | -18% | -1 | -12% | -6% | 8%
CN(C(=O)c1ccc(NC(=O)Cc2cccc(NC(=O)C3CCCN(C(=O)CCc4ccccc4)C3)c2)cc1)C1CCCC1 (stereo unspecified) | 1% | -9% | 41%[activator] | -13% | -14% | -2 | -33%[2.33 µM] | 8% | -10%
COc1cc(/C=N\NC(=O)CN2CCOCC2)ccc1OCC(=O)Nc1ccc(C)c(C)c1 | -8% | 7% | 30% | 2% | -12% | 2 | -18% | -3% | -14%
O=C(CCN1C(=O)C2C3C=CC(C3)C2C1=O)Nc1ccccc1F (stereo unspecified) | -5% | i | 21% | 2% | 6% | 5 | -6% | -5% | -8%
COc1ccc(N(C(C)C(=O)N2CCC(Cc3ccccc3)CC2)S(C)(=O)=O)cc1 (stereo unspecified) | -21% | 2% | 23% | -11% | 10% | 2 | -29% | -3% | -17%
O=C(Nc1cccc(-c2ccc(N3CCCCC3)nn2)c1)c1ccco1 | -26% | ? | 10% | 1% | -16% | -10 | 50µM* | -7% | -17%
COC(=O)CCC(=O)c1oc2ccc(Br)cc2c1N | 7% | -27% | 12% | 6% | -5% | 5 | -8%[59 µM] | 2% | 10%
O=C(NCCc1csc(-c2ccc(C(F)(F)F)cc2)n1)c1ccc(F)c(F)c1 | -6% | -24% | 20%[57 µM] | -8% | 11% | 1 | 3%[59 µM] | 1% | -19%
CCCCN(CC)CCNS(=O)(=O)c1ccc2c(c1)oc(=O)n2C | 4% | -6% | 19% | . | 19% | -1 | -30% | -11% | 11%
COc1ccc(OC)c(C2C=C(C34CC5CC(CC(C5)C3)C4)NC(=S)N2)c1 (stereo unspecified) | 32µM* | 32µM* | ? | -12% | ? | -3 | ? | 2% | ?
COc1ccc(CCCc2nnc(SCC(=O)Nc3ccc(Cl)cc3)o2)cc1 | -7% | ? | 22% | -2% | ? | 2 | -34%[59 µM] | 2% | -30%
CCCn1c(CCNc2nc(-c3ccc(OC)cc3)cs2)nc2ccccc21 | ? | 14% | 13% | 1% | -22% | -2 | ? | 9% | -21%
O=C(NCCCn1ccnc1)C(=O)NC1CCCCC1 | -17% | 0% | 36% | 2% | -19% | -2 | 8% | 3% | -18%
COc1ccc(CN(C2CCCC2)S(=O)(=O)c2ccc(-n3cnnn3)cc2)cc1 | 1% | 0% | 2% | 1% | -4% | -6 | 7%[59 µM] | 1% | 23%
Cn1c(=O)c2c(nc(SCc3nn[nH]n3)n2Cc2ccccc2F)n(C)c1=O | -9% | 6% | 55%[activator] | -6% | ? | 1 | ? | -8% | -24%
CC(Sc1nnc(C2CC2)n1C1CC1)C(=O)NC1(C#N)CCCCC1 (stereo unspecified) | 3% | -3% | 22% | 7% | -8% | 3 | -11%[59 µM] | 2% | 3%
COc1ccc(C2/C=C\CN(C(=O)c3ccccc3)[C@H](Cc3ccccc3)C(=O)N2Cc2ccc(F)cc2)cc1 (stereo partly specified) | -19% | ? | 30% | 0% | -22% | 2 | 11%[59 µM] | 13% | -8%
COc1ccccc1OCC(=O)Nc1cc(S(=O)(=O)N2CCCCC2)ccc1N1CCCCC1 | 79µM* | ? | -3% | -14% | ? | -11 | 8.9µM* | 4% | -31%
N#CC1=C(N)Nc2nc3ccccc3n2C1c1ccc(Cl)cc1 (stereo unspecified) | 0% | 9% | 23% | 19% | -15% | 0 | 0.63µM* | -2% | 5%
Cc1ccc(N(Cc2cc3ccccc3[nH]c2=O)C(=O)c2cccs2)cc1C | -18% | -15% | -14% | ? | -12% | 0 | 24%[59 µM] | -8% | -13%
COc1ccc(C(=O)NCC(=O)OCCCOC(=O)CNC(=O)c2ccc(OC)c(OC)c2)cc1OC | -3% | -22% | 30% | -1% | -8% | -3 | ? | -11% | -42%
CCOC(=O)c1[nH]c2ccccc2c1NC(=O)c1cc(OCC)c(OCC)c(OCC)c1 | 3% | -23% | 43%[activator] | -3% | -14% | -3 | -11%[59 µM] | -3% | 7%
CS(=O)(=O)c1ccc(Cl)c(NC(=O)C2CC(=O)N(Cc3ccccc3)C2)c1 (stereo unspecified) | ? | -7% | -24% | -28% | 89µM* | -5 | 15%[59 µM] | -7% | -7%
Cc1ccc(CNC(=O)CSc2nc3n[nH]c(C)c3c(=N)n2-c2cccc(C)c2)cc1 | 2%&5% | -12%&5% | 57%&15%[activator] | 1%&2% | -16%&-18% | -5&2 | 10%[59 µM] | -9%&-3% | 1%&-8%
CC(C)Oc1cccc(C(=O)C2CCCN(Cc3cccn3-c3cccnc3)C2)c1 (stereo unspecified) | ? | 13% | ? | 1% | -35% | -6 | ? | 1% | 16%
Cc1ccc(/C=N/NC(=O)CCCOc2ccc(Cl)cc2Cl)cc1 | -7% | -10% | 18% | -1% | 6% | -2 | 19%[59 µM] | 2% | -7%
CN1CCN(c2ccc(CNS(=O)(=O)Cc3cccc(C(F)(F)F)c3)cc2)CC1 | -16% | ? | 30% | 24% | -10% | 4 | -7% | 4% | -23%
C=C1CCC[C@]2(C)C[C@H]3OC(=O)C(CN(Cc4ccc(OC)c(OC)c4)CC(C)O)[C@H]3CC12 (stereo partly specified) | 2% | 4% | 38% | -7% | -11% | 3 | -2% | -1% | -12%
COc1ccc(N2CCN(C(=O)c3cc(C)oc3C)CC2)cc1 | -33% | 415%[activator] | 7% | 34%[activator] | -29% | -2 | ? | -18% | 20%
Cn1c(CCc2ccc(N)cc2)nc2ccccc21 | -12% | 4% | 10% | 16% | -15% | -13 | . | -3% | 24%
CCCSc1nnc(Sc2nnnn2-c2ccccc2)s1 | 32% | -12% | 116% | -1% | 46%[activator] | 61 | 51%[activator][59 µM] | -6% | -22%
Cc1cc(Cl)c(OCCCNCc2ccccc2)c(Br)c1 | ? | ? | -20% | 0% | ? | 6 | 11µM* | 11% | 10%
Cc1cc(C)c2cc(C#N)c(SCC(=O)Nc3cc(C)on3)nc2c1 | -14% | -3% | 21% | -13% | 8% | 5 | 5% | 13% | -37%

JMJD2A Tudor inh, entries above that show a hit
SMILES | BAZ2B block | ALOX12 inh | HP1b binding inh | GLS inh | JMJD2A Tudor inh | PI4K2A inh | G9a block | ERG Ets-DNA blk | RGS4 inh
CS(=O)(=O)c1ccc(Cl)c(NC(=O)C2CC(=O)N(Cc3ccccc3)C2)c1 (stereo unspecified) | ? | -7% | -24% | -28% | 89µM* | -5 | 15%[59 µM] | -7% | -7%

Later entries:
SMILES | BAZ2B block | ALOX12 inh | HP1b binding inh | GLS inh | JMJD2A Tudor inh | PI4K2A inh | G9a block | ERG Ets-DNA blk | RGS4 inh
COCCn1c(SCC(=O)Nc2nnc(C)s2)nnc1-c1cc2ccccc2cc1O | -34% | -4% | 4% | 21% | -9% | -5 | -27%[59 µM] | -5% | ?
CCCCOC(=O)C1C2C=CC3(CN(CCc4ccccc4)C(=O)C13)O2 (stereo unspecified) | -5% | -2%[57.4 µM] | 47%[activator] | 2% | -6% | -3 | -2%[59 µM] | 0% | -33%
Cc1ccc(NC(=O)c2cccc3c2-c2ccccc2C3=O)cc1C | -12% | 0% | 0% | 1% | -24% | 0 | 10%[2.33 µM] | -7% | 6%
Cc1ccccc1N1Cc2ccccc2C1 | ? | -22% | 52%[activator] | 6% | -13% | -3 | 7.9µM* | 0% | -16%
O=S(=O)(c1ccc(Cl)cc1)N1CCN(Cc2cccnc2)CC1 | 4% | -3% | 28% | -16% | -10% | 2 | 11% | -9% | 10%
